Screening results as filed in PubChem BioAssay.
C2C12 statin: protects C2C12 myotubes from simvastatin toxicity; ATP luminescence, 48 h; scaled: DMSO 0, geranylgeraniol control 100; rescue of ATP level, % at 7.49 µM; 330,000 tested, 0.78% active;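 active means mean ATP rescue above about 67%, or every replicate alone reaching that limit, limit read from the data, passing the limit was not always enough; inconclusive means no clear call, values can overlap the other calls; inactive means mean under the limit and some replicate under it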;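 further: myotubes were challenged with 10 µM simvastatin during compound exposure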
ERAP1 inh: blocks human ERAP1 aminopeptidase activity; recombinant ERAP1, Leu-AMC fluorescence, 60 min; Q9NZ08; 340,000 tested, 0.15% active; inhibition, % at 10.7 µM; AID 652197;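 active means mean replicate inhibition of at least 30%, or all replicates individually reaching that 30% level; inactive means mean below 30% and not every replicate reaching it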;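 further: 0% = neutral control wells and 100% = L-leucinethiol positive control wells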
S100A4 inh HTS: inhibitors of human S100A4 binding to myosin IIA peptide; inhibition, % at 10.7 µM; P26447; 360,000 tested, 0.14% active; S100A4/TAMRA-MyoIIA peptide fluorescence polarization; AID 652163;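 active means mean inhibition of at least 70% across replicates, with every replicate also reaching that level; inconclusive means mean inhibition reaches 70% but some replicates fall short; inactive means mean inhibition below 70%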
Target sequence (P26447 whole entry, looked up): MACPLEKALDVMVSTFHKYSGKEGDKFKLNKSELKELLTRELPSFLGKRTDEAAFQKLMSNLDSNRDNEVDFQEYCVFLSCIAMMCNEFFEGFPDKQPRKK
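Material: S100A4 monomer (human). Medium: Calcium-containing HEPES buffer, pH 7.2. Probe or stimulus: labelled myosin peptide probe, 5 nM. Compound dosing: one concentration per compound. Timing: polarization read 5 min after assay mix addition, stable 5–60 min. Benchmarks: DMSO as neutral control, TFP as positive control.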
Xi reactivation: X-chromosome reactivation activator. XiGFP mouse fibroblasts, % GFP-positive cells imaging, 3 d; cells co-treated with 5-aza-dC sensitizer; scaled so ellipticine positive control = 100%. activation, % at 7.58 µM. 360,000 tested, 0.055% active;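 active means mean normalized replicate activation at least 10% and every replicate at or above 10%; inconclusive means only one of the two criteria met; inactive means mean below 10% and not all replicates reach 10%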;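 further: 0% = median of on-plate neutral control wells and 100% = ellipticine 6 µM median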
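assay system = SV40-immortalized XiGFP fibroblast cells, line 68-5-11 | buffer or medium = DMEM plus 5-aza-dC sensitizer | doses = single-point pinned compound dosing | times = 3-day compound exposure, then 15 min fixation at room temperature | benchmarks = positive control ellipticine, 6 µM final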
LGR2 antag: inhibitors of bursicon-induced Drosophila LGR2 receptor cAMP signaling; inhibition, % at 9.99 µM; 380,000 tested, 0.35% active; HEK293 LGR2, CRE-luciferase, bursicon-stimulated, 4 h;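 active means drop in luminescence signal, shown as inhibition above about 50% in the replicate tests, limit read from the data, passing the limit was not always enough; inconclusive means probably only some replicates passing the limit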;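 further: agonist challenge used bursicon conditioned medium at about half maximal strength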
Cneo AK release: Cryptococcus neoformans lysis via adenylate kinase release; AID 651654; C. neoformans lysis, adenylate kinase release luminescence, 4 h; normalised: neutral wells 0, clomiphene wells 100; 360,000 tested, 0.2% active; lysis activity, % at 15 µM;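 active means mean lysis activity across replicates of at least 80%, whatever share of replicates individually reach that level; inactive means mean lysis activity below 80%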
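read-out = cell lysis signal | test system = log-phase Cryptococcus neoformans yeast cells | input = cells at 5 × 10^6 per mL | medium = fresh YPD growth medium | signal = luminescent adenylate kinase detection reagent | timing = 4 h at 37 °C static, read 1 h later | dosing = single dose | controls = Clomiphene as positive lysis control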
SIRT5 block: sirtuin-5 (human) deacylase inhibition. Purified SirT5, succinyl-peptide AMC, trypsin-coupled fluorescence. inhibition, % at 15 µM. Q9NXA8. 330,000 tested, 1.1% active; in the data active means inhibition above about 15%; inconclusive means no clear call, values can overlap the other calls
Target sequence (Q9NXA8 whole entry, looked up): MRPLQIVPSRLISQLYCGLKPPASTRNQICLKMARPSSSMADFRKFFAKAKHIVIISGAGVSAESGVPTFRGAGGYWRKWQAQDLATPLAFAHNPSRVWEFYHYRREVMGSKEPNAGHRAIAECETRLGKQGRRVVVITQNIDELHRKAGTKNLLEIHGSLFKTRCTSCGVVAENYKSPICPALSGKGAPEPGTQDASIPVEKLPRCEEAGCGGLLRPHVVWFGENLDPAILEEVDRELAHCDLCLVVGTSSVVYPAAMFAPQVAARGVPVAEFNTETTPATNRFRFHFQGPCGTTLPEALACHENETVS
PGC1a acetyl inh: modulators of PGC1a acetylation; U2OS PGC1a acetylation, AlphaScreen anti-acetyl-lysine; with virally co-expressed GCN5 acetyltransferase; inhibition, % at 15.6 µM; 350,000 tested, 0.17% active;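 active means every replicate shows inhibition of at least 40%; inconclusive means mean inhibition at least 40% but some replicate below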;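 further: 0% = neutral control wells and 100% = positive control wells; some results beyond the cut were filed as inactive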
* = called active by the depositor; ? = inconclusive; . = no result given; & = joins results of further samples. Some of the compounds tested; rates above refer to the full screens.

SMILES | C2C12 statin | ERAP1 inh | S100A4 inh HTS | Xi reactivation | LGR2 antag | Cneo AK release | SIRT5 block | PGC1a acetyl inh
COc1ccccc1NC(=O)C(C)OC(=O)CC1CCCC1 (configuration not stated) | 7 | -1 | 8 | 0.1 | 6 | -1 | 1 | .
CCOc1ccc2c(c1)[N+](C)(C)C(C)(C)C=C2C | . | 41* | -1 | 0.0 | -38 | . | -1 | 3
COc1cc(C(=O)Nc2cccc(-c3nnc(-c4ccco4)o3)c2)ccc1OC(C)=O | . | 1 | -8 | 0.0 | . | -4 | -1 | .
COc1ccc(CNC(=O)C2CCN(C(=O)c3ccc(F)cc3)CC2)cc1OC | 6 | -5 | -7 | 0.4 | -17 | 1 | -1 | .
COc1ccc(CN(C)C(=O)/C=C/[C@H]2O[C@@H](n3cc(C)c(=O)[nH]c3=O)C[C@@H]2O)cc1OC | 7 | 2 | 0 | 0.2 | -23 | 1 | 11 | -2
C/C=C/c1ccc([C@@H]2[C@@H](CO)N[C@@H]2CN(CC(C)C)C(=O)c2ccccn2)cc1 | -54 | . | . | 0.0 | 9 | -3 | 18* | -5
O=C(Nc1ccccc1)c1cnc2n(c1=O)CCS2 | -2 | -4 | -10 | -0.1 | -20 | -1 | -3 | 19
C[C@@H]1CN([C@H](C)CO)C(=O)c2cc(-c3ccncc3)cnc2O[C@@H]1CN(C)C(=O)c1cccc(F)c1 | 8 | -1 | 1 | -0.1 | -17 | 3 | 4 | -5
O=C(Nc1ccccc1)N1CCNCC1 | 12 | 1 | -1 | -0.1 | 20 | 0 | 3 | -1
CC1(C(=O)NS(=O)(=O)c2ccc(F)cc2F)CCN1C(=O)c1cccc(F)c1 (configuration not stated) | 5 | 0 | 7 | 0.0 | 17 | 2 | -2 | -18
COc1cc(C2c3cc(O)c(OC)cc3CC(C(=O)O)C2CO)ccc1O (configuration not stated) | 5 | -2 | 0 | 0.0 | 5 | 0 | -1 | 4
Cc1ccsc1/C=N/NC(=O)C1CC(=O)N(c2ccc(F)cc2)C1 (configuration not stated) | -9 | 2 | 8 | 0.0 | 5 | . | 4 | -7
COc1cc(OC)cc(C(=O)N/N=C\c2ccoc2)c1 | . | 2 | 3 | 0.0 | -18 | 0 | 1 | -8
COC(=O)C1=C(Nc2ccccc2NS(=O)(=O)c2ccc(C(F)(F)F)cc2Cl)CSC1 | -3 | 1 | -1 | -0.1 | 16 | 0 | 2 | -6
CO[C@@H]1CN(C)C(=O)c2ccc(NC(=O)NC3CCCCC3)cc2OC[C@@H](C)NC[C@H]1C | -27 | . | -42 | -0.1 | 9 | -1 | -4 | 1
O=C(C[C@@H]1C=C[C@H](NC(=O)C2CCOCC2)[C@@H](CO)O1)NCC1CCCCC1 | -4 | 1 | 7 | 0.1 | 3 | 1 | -1 | -13
Cc1ccc(CNc2ccc(N3C(=O)CCCC3=O)cc2[N+](=O)[O-])cc1 | . | . | . | 0.1 | -5 | 1 | . | 25
Cc1cc(C(=O)N2CCOCC2)n(-c2ccccc2)n1 | 3 | 3 | 0 | 0.0 | -25 | -1 | -2 | 7
CCCCc1c(-c2ccccc2OC)ncn1Cc1ccccc1C | . | 2 | 1 | 0.2 | 38 | . | . | .
COc1ccccc1NC(=O)CCNS(=O)(=O)c1ccc2[nH]c(=O)oc2c1 | 2 | 3 | -2 | 0.1 | -3 | -1 | 5 | -1
COc1ccc(CN(C)C[C@@H]2Oc3c(NS(=O)(=O)c4cccs4)cccc3C(=O)N([C@H](C)CO)C[C@@H]2C)cc1 | . | 1 | 7 | -0.4 | -6 | 1 | -1 | -2
O=C(Nc1cccc(F)c1)N[C@H]1CC[C@@H](CCNS(=O)(=O)c2cccc(Cl)c2)O[C@H]1CO | -4 | -1 | 6 | -0.1 | -9 | 3 | -1 | 2
O=C(C[C@H]1C=C[C@H](NC(=O)Cc2cccnc2)[C@H](CO)O1)NCc1ccc2c(c1)OCO2 | -4 | -1 | 6 | 0.4 | 12 | -1 | 3 | 9
CCOc1ccc(C(=O)COC(=O)Cc2n[nH]c(=O)c3ccccc23)cc1 | -17 | 2 | -6 | 0.3 | 0 | 2 | -4 | -4
CN(C)c1ccc2c(c1)[C@@H]1C[C@@H](CC(=O)O)O[C@@H](CO)[C@@H]1O2 | -3 | 4 | 19 | 0.1 | 2 | 4 | -2 | -9
O=C(Cc1c[nH]c2ccccc12)OCCOC(=O)Cc1c[nH]c2ccccc12 | -7 | . | 18 | . | . | 2 | . | 5
COc1ccc(S(=O)(=O)N[C@H]2C=C[C@H](CC(=O)O)O[C@H]2CO)cc1 | . | 0 | -13 | 0.3 | -6 | . | -3 | -2
Nc1cc(SCc2ccc([N+](=O)[O-])cc2)ncn1 | 8 | 1 | 2 | -0.1 | -14 | -1 | -2 | 1
COc1ccc(CN(C)C[C@@H]2Oc3c(NC(=O)c4nc5ccccc5s4)cccc3C(=O)N([C@H](C)CO)C[C@H]2C)cc1 | 34 | 2 | -4 | 0.0 | 31 | 2 | 6 | -9
Cc1ccccc1NC(=O)COC(=O)c1n[nH]c(=O)c2ccccc12 | -4 | -1 | -2 | 0.1 | 7 | 1 | 2 | .
C[C@H](NC(=O)C[C@@H]1CC[C@H](NC(=O)CN2CCOCC2)[C@@H](CO)O1)c1ccccc1 | -7 | -1 | -2 | -0.7 | -4 | -4 | -4 | -2
CCOc1ccc(-c2nc(N)ncc2-c2ccccc2OC)c(O)c1 | -2 | 6 | 1 | 0.0 | -12 | -11 | -6 | -13
COc1ccc2c3c(n(C)c2c1)[C@H](CO)N(C(=O)NC(C)C)CC31CN(CC2CC2)C1 | . | -2 | -4 | 0.1 | 15 | . | 0 | .
C[C@H](CO)N1C[C@H](C)[C@@H](CN(C)S(=O)(=O)c2cn(C)cn2)Oc2ccc(NS(=O)(=O)c3ccc(F)cc3)cc2C1=O | . | 1 | -2 | 0.2 | -13 | . | -5 | 5
CC1(C(=O)Nc2ccccc2Cc2ccccc2)CCN1Cc1ccccc1Cl (configuration not stated) | -4 | -2 | -5 | 0.1 | 11 | 0 | -5 | -26
O=C(NCCN1CCN(c2cccc(Cl)c2)CC1)c1ccc(CSc2nc3ccncc3[nH]2)cc1 | 25 | . | . | 0.1 | -9 | 0 | . | 25
Cc1nc(-c2ccc(S(=O)(=O)NCC3CCN(C(=O)OC(C)(C)C)CC3)s2)cs1 | . | -3 | -3 | -0.1 | -9 | . | -2 | .
C[C@@H]1CN([C@@H](C)CO)C(=O)c2cccc(NS(=O)(=O)c3cn(C)cn3)c2O[C@H]1CN(C)Cc1ccc(Oc2ccccc2)cc1 | 26 | 0 | -13 | 0.3 | -16 | 2 | -4 | .
CC(=O)Nc1cccc(-c2cc3nc(NCc4cccnc4)n(C)c(=O)c3s2)c1 | 0 | 2 | -5 | 0.1 | 3 | 3 | . | .
Cc1c(C)n(CCN(C)C)c2ccc(C(=O)OCCN(C)C)cc12 | 9 | 1 | -6 | -0.1 | -10 | 1 | -4 | .
C[C@H](CO)N1C[C@H](C)[C@H](CN(C)S(=O)(=O)c2ccc(F)cc2)Oc2ccc(NC(=O)Cc3ccccc3)cc2C1=O | -15 | -3 | 0 | 0.0 | -3 | 1 | 2 | -2
CC(=O)c1ccc(NC(=O)CSc2nnc(-c3ccncc3)o2)cc1 | -5 | 1 | 2 | 0.0 | 7 | 5 | -3 | 2
C[C@@H]1CN([C@H](C)CO)C(=O)Cc2cc(N(C)C)ccc2O[C@H]1CN(C)Cc1ccc(C(=O)Nc2ccccc2N)cc1 | ? | 0 | 0 | 2.0 | -4 | -5 | 3 | -27
COc1ccc(C(c2sc3nc(C)nn3c2O)N2CC(C)OC(C)C2)cc1OC (configuration not stated) | -1 | 4 | -5 | 0.0 | 3 | 0 | 1 | 7
O=C(C[C@@H]1CC[C@@H](NC(=O)Cc2cccnc2)[C@H](CO)O1)NCc1ccc2c(c1)OCO2 | 2 | 3 | 40 | -0.3 | -17 | 3 | 0 | 1
COc1ccc(NC(=O)CCCn2c(=S)[nH]c3ccccc3c2=O)cc1 | 8 | 5 | 3 | 0.0 | 8 | 0 | -1 | -13
CCS(=O)(=O)N[C@H]1CC[C@@H](CC(=O)NCc2ccccn2)O[C@H]1CO | -9 | 4 | 9 | 0.3 | 10 | -16 | -2 | -3
C[C@@H]1CN([C@@H](C)CO)C(=O)CCCn2nncc2CO[C@@H]1CN(C)S(=O)(=O)c1ccc(F)cc1 | 5&23&-6 | -3&0 | 0&3 | 0.2&-0.1 | 8&6 | 5&-2 | -3&-2 | 11&5&-19
C[C@H](CO)N1C[C@H](C)[C@H](CN(C)C)Oc2c(NS(=O)(=O)c3cn(C)cn3)cccc2C1=O | -5 | 0 | 7 | -0.8 | -12 | -2 | -2 | -3
Cc1cccc(-c2ccc([C@H]3[C@H]4CN(C(=O)c5ccncc5)CCCCN4[C@H]3CO)cc2)c1 | 5 | 2 | 4 | -0.1 | -12 | 5 | 0 | 1
COc1ccc(N2CCN(C(=O)COC(=O)CCc3ccccc3OC)CC2)cc1 | . | 3 | -2 | -0.1 | 12 | . | 7 | .
CCOC(=O)c1cccc(NC(=O)C2CCC(CNc3c(N4CCOCC4)c(=O)c3=O)CC2)c1 (configuration not stated) | 19 | -2 | 0 | 0.2 | 5 | 3 | 1 | -10
CC(C)NC(=O)c1ccccc1-c1nc(-c2ccccc2Cl)no1 | 13 | . | . | . | -17 | -11 | . | -6
COc1ccc(C(C#N)=C2C=CC(=NO)C(C)=C2Cl)cc1 | . | 1 | 1 | 0.1 | 6 | . | -30 | .
COc1cccc(-n2c(SC)nnc2-c2cnccn2)c1 | 0 | . | . | . | -13 | 0 | . | -16
COc1ccc(CN2CCN(C(=O)c3cccc4ccccc34)CC2)cc1Br | -6 | -3 | -22 | 0.1 | -5 | -1 | 1 | -2
O=C(C1CN(C(=O)c2cc3cc(Cl)ccc3o2)c2ccccc2O1)N1CCCCC1 (configuration not stated) | 2 | 1 | -13 | 0.0 | 9 | 0 | -1 | -14
CN(C)CC(=O)Nc1ccc2c(c1)[C@@H]1C[C@H](CC(=O)NCc3ccc(-c4ccccc4)cc3)O[C@H](CO)[C@@H]1O2 | -9 | -1 | -10 | 0.6 | 0 | 2 | 1 | -10
C=CCSc1n[nH]c(-c2ccccc2)n1 | 0 | . | . | . | -31 | 3 | . | -6
Cc1ccc([N+](=O)[O-])cc1Nc1nc(N2CCOCC2)nc(N2CCOCC2)n1 | . | -1 | -2 | 0.2 | . | . | -1 | 3

Reformatted tab-delimited: part of the list above
Compound	C2C12 statin	ERAP1 inh	S100A4 inh HTS	Xi reactivation	LGR2 antag	Cneo AK release	SIRT5 block	PGC1a acetyl inh
COc1ccc(CN2CCN(C(=O)c3cccc4ccccc34)CC2)cc1Br	-6	-3	-22	0.1	-5	-1	1	-2
O=C(C1CN(C(=O)c2cc3cc(Cl)ccc3o2)c2ccccc2O1)N1CCCCC1 (configuration not stated)	2	1	-13	0.0	9	0	-1	-14
